From PubChem
AmpC inh no detg: AmpC beta-lactamase inhibition without detergent. AmpC nitrocefin hydrolysis, absorbance 480 nm, 0.0001% Triton. AID 485341. 0.52% of 330,000 active. Potency, µM (doses to about 57.1 µM), for the others: top-dose activity change, negative = inhibition, usual class: inhibitors;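 note: potency is the fitted concentration of half-maximal effect; plate controls were no compound for no effect and no enzyme for full effect; nearly all actives have a fitted effect of over 20% in size; some results filed as inactive show a strong effect at the top dose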
Target sequence (P00811 whole entry, looked up): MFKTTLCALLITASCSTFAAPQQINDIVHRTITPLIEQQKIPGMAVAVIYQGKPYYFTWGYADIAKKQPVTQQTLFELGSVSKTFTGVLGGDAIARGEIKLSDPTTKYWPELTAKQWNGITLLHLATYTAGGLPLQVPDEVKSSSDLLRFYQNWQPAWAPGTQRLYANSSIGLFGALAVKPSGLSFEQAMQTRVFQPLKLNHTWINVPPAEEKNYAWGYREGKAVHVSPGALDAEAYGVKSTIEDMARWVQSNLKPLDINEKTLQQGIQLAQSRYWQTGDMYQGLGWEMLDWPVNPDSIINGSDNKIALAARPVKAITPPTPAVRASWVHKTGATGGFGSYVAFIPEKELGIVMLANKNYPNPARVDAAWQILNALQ
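AmpC (5.3 nM in the dispensed reagent) in 20 mM phosphate pH 7.0 with 0.01% (detergent screen) or 0.0001% Triton X-100 was preincubated with compounds for 15 min at room temperature. Nitrocefin was then added from an 800 uM solution, and hydrolysis was followed at 480 nm.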
AMA1 RON2 block: AMA1-RON2 (P. falciparum) interaction inhibition; AlphaScreen AMA1-biotinylated RON2 peptide binding; 0.2% of 360,000 active; Potency, µM (titrated, usually from 58.2 µM), inactives show at the highest dose activity change, negative = inhibition, most hits filed as inhibitors;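 note: potency is the fitted concentration of half-maximal effect; 0% = vehicle wells and -100% = peptide control; nearly all actives have a fitted effect of over 45% in size; some results filed as inactive show a strong effect at the top dose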
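AMA1 (3D7) with his tag at 25 nM final met compounds first, then biotinylated RON2 peptide at 25 nM; detection used donor plus acceptor beads, 10 µg/mL apiece, read by AlphaScreen after 30 min at room temperature.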
LmPK inh: LmPK (Leishmania mexicana) enzyme inhibition; purified LmPK, Kinase-Glo ATP luminescence, 1 h; Potency, µM (top dose mostly 57.5 µM), for inactives: top-dose activity change, negative = inhibition, most hits filed as inhibitors; 0.37% of 290,000 active; note: potency is the fitted concentration of half-maximal effect
Target sequence (Q27686 whole entry, looked up): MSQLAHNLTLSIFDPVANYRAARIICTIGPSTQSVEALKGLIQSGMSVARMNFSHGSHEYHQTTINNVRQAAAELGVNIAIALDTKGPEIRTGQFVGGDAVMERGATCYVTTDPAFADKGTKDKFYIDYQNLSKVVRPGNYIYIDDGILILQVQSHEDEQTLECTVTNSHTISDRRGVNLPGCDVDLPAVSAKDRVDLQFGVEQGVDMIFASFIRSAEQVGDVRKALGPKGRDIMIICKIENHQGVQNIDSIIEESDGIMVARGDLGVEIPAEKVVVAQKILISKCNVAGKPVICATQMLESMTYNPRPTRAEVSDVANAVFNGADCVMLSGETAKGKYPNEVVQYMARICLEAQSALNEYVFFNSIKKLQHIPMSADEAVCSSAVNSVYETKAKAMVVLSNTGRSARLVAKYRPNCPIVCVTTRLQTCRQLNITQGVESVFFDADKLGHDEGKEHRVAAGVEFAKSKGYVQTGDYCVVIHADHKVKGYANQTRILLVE
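Screened at intermediate enzyme activity to detect both inhibitors and activators: LmPK at 0.1 nM, with a 0.5 nM enzyme column as activation reference. PEP 0.5 mM, ADP 0.1 mM; ATP detected by luminescence after 1 h.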
TbPYK inhibitor: inhibitors of Trypanosoma brucei pyruvate kinase | Q57TT1 | TbPYK enzyme, Kinase-Glo Plus ATP luminescence, 45 min | Potency, µM (titrated, usually from 76.8 µM), inactives show top-dose activity, negative = inhibition, hits mostly inhibitors | 0.12% of 410,000 active; note: potency is the fitted concentration of half-maximal effect; nearly all actives have a fitted effect of over 50% in size
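T. brucei PYK with substrate was exposed to pin-transferred compounds across a concentration series, then started with 130 uM ADP (final). After 45 min at room temperature, Kinase-Glo Plus luminescence was read, normalized and curve-fitted.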
Sm TGR inh: S. mansoni TGR enzyme inhibition. Potency, µM (series often up to 114 µM), without a hit: at the top dose activity change, negative = inhibition, hits mostly inhibitors. purified TGR, DTNB reduction, TNB absorbance 405 nm. 3% of 360,000 active. AID 485364; note: potency is the fitted concentration of half-maximal effect; nearly all actives have a fitted effect of over 60% in size
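TGR 20 nM + NADPH 100 uM (dispensed conc.), cpd preinc 15 min RT; start with NADPH (500 uM addition) then DTNB (15 mM addition). Kinetic TNB absorbance, 405 nm filter. Four-parameter Hill fit across titration.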
AmpC detergent: AmpC beta-lactamase inhibition with detergent present. 0.041% of 370,000 active. P00811. Potency, µM (series often up to 114 µM), without a hit: at the top dose activity change, negative = inhibition, usual class: inhibitors. AmpC hydrolysis of nitrocefin, absorbance 480 nm, 0.01% Triton. AID 485294;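 note: potency is the fitted concentration of half-maximal effect; 0% = no-compound wells and -100% = no-enzyme wells; nearly all actives have a fitted effect of over 25% in size; some results filed as inactive show a strong effect at the top dose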
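20 mM phosphate pH 7.0 + 0.01% (detergent screen) or 0.0001% Triton X-100; 5.3 nM AmpC reagent; cpd preinc 15 min RT; nitrocefin (800 uM stock) to start; A480 q20 s × 4 min; Activity was normalised to no-enzyme and no-compound control wells.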
HCMV inh: blocks human cytomegalovirus replication; HFF cells, HCMV-luciferase reporter, 72 h; stronger effect = lower value; activity change, negative = inhibition, % at 57.5 µM; 4.5% of 410,000 active; AID 1259415; in the data active = activity change below about -60%; inconclusive = no clear call, values can overlap the other calls; inactive = above about -39%
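Human foreskin fibroblasts infected with luciferase-reporter HCMV at MOI 1 PFU/cell, compounds at two doses. Luciferase measured 72 h post infection; normalized to buffer-only basal and Salinomycin (10uM) controls.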
Numbers without * were called inactive; ? = inconclusive; . = not tested or not shown; & = joins results of further samples; [ ] = another dose, or the depositor's remark. Unless noted, calls come from the whole dose curve; as a rule, active = well fitted curve in the direction sought with a large enough effect; inconclusive = small, poorly fitted or top-dose-only effect, or another doubt; inactive = no such curve, though single readings can be large; an effect the other way counts as inactive or inconclusive. Unless noted, % is set by controls: 0 for no effect and ±100 for the full control effect. Compounds as they come; about 7.4% have a hit in one of these screens.

canonical_smiles	AmpC inh no detg	AMA1 RON2 block	LmPK inh	TbPYK inhibitor	Sm TGR inh	AmpC detergent	HCMV inh
O=C(c1ccc2c3n(nc2c1)-c1ccccc1CO3)N1CCOCC1	15%	-4%	14µM*	18µM*	-1%	-4%	.
Cc1cc(N2CCNCC2)nc2ccccc12	-20%	5%	-2%	-5%	22µM*	-7%	115
O=C(NCc1ccccc1)C(c1ccco1)N(C(=O)c1ccccn1)c1ccc(F)cc1 (stereo unspecified)	18%	21%	7%	-2%	-31%	?	1
CC(=O)Nc1ccc(Nc2c(CCC(C)C)c(C)c(C#N)c3nc4ccccc4n23)cc1	.	.	.	1%	-5%	-3%	-10
COc1ccc(-n2nc(C)c3sc(C)nc3c2=O)cc1	-20%	12%	4%	1%	0%	5%	5
O=C(NC(=S)NCc1ccc(Cl)cc1)c1ccco1	-14%	-8%	.	-9%	.	.	-8
COc1cccc(CN(C)CC2CCCN(CCc3ccccc3C)C2)c1 (stereo unspecified)	2%	-5%	0%	1%	14%	-10%	-21
Nc1ncnc2c1ncn2[C@@H]1O[C@H](C(=O)NCCc2ccc(F)cc2)[C@@H](O)[C@H]1O	.	-10%	.	5%	.	.	20
Cc1ccc(CNC(=O)c2ccc(CS(=O)(=O)Cc3ccc(F)cc3)o2)cc1	.	.	.	-2%	-9%	0%	-5
O=S(=O)(c1cnc(Cl)c(Br)c1)N1CCN(c2ncccn2)CC1	-4%	-7%	2%	-3%	-1%	-7%	16
Cc1nc(SCc2ccccc2)c2oc3ccccc3c2n1	4%	0%	6%	8%	7%	-2%	-30
CCO[C@@H]1OC(C(=O)N2CCN(Cc3ccccc3)CC2)=C[C@H](c2csc3ccccc23)[C@H]1CCCO	234%[activator]	20%	1%	6%	-23%	10%	11
COc1cccc(NC(=O)COC(=O)c2nc(Cl)ccc2Cl)c1	-31%	9%	7%	-4%	6%	4%	44
COc1cc(/C=C/C(=O)OCC(=O)N2CCc3ccccc32)cc(OC)c1OC	.	-4%	.	-2%	.	.	6
Cc1cc(C(=O)N2CCCC(C)(C(=O)NS(=O)(=O)C3CC3)C2)nn1C(C)(C)C (stereo unspecified)	.	-1%	.	-10%	.	.	-11
CCOC(=O)C1CCCN(C(=O)c2ccc3c(c2)C(C)(C)CCC3(C)C)CC1 (stereo unspecified)	.	-6%	.	0%	.	.	-35
O=C(c1ccc(Cn2c(=O)[nH]c3ccccc3c2=O)cc1)N1CCN(c2ccc(F)cc2)CC1	35%	-15%	1%	-6%	1%	-7%	-39
CCOC(=O)c1sc(NC(=O)CCN2CCCCCC2)c(C(=O)OCC)c1C	-3%	13%	1%	-8%	23%	0%	?
O=C(NCc1ccc(F)cc1)C(c1ccco1)N(C(=O)c1csnn1)c1ccccc1 (stereo unspecified)	161%[activator]	-5%	1%	5%	3%	-9%	-26
Cc1ccc(Cl)cc1NC(=S)NN	-42%	88%[activator]	3%	-13%	5%	-12%	72
c1ccc2c(c1)cnc1ccccc12	-14%	2%&-1%	0%	0%&-1%	11%	?	-3&-19
Cc1ccsc1CNS(=O)(=O)c1ccc(F)cc1	-32%	3%	0%	17%	6%	-3%	20
COc1ccc(S(=O)(=O)NCCc2sc(-c3cccnc3)nc2C)cc1OC	.	.	.	-2%	-1%	-4%	-19
CC(=O)OCC(=O)Nc1ccccc1C	-14%	8%	0%	-3%	-4%	7%	15
S=C(NCC1CCCO1)Nc1ccc(Cl)c(Cl)c1 (stereo unspecified)	8%[2.29 µM]	12%	1%	-13%	?	?	-28
CCOc1ccc(OCCCC(=O)N2CCN(S(=O)(=O)c3ccccc3C#N)CC2)cc1	95%[activator]	-12%	.	-3%	.	.	?
CCC(COC(=O)Nc1cccc(C)c1C)NC(=O)OCC(C)C (stereo unspecified)	-6%	0%	-2%	-6%	-11%	0%	-28
Cc1ccc(CNC(=O)Cn2c3ncccc3c(=O)n2-c2ccc(C)cc2)cc1	.	.	.	-8%	-3%	-2%	17
O=C1CCCCCN1Cc1nnc(SCc2nc3ccccc3s2)n1-c1ccccn1	13%	10%	-1%	-10%	-3%	1%	-107*
CN(c1ccc(F)cc1)S(=O)(=O)c1ccc(Cl)c(C(=O)Nc2ccncc2)c1	-46%	-8%	.	4%	-6%	?	-65*
COc1ccc(-c2noc(CSc3nnc(-c4ccncc4)n3-c3ccccc3)n2)cc1	.	.	.	-11%	1%	15%	?
COC(=O)c1c(-c2ccc(N(C)C)cc2)sc2ccc(OC)cc12	-29%	94%[activator]	.	-1%	.	.	-34
O=C(NCc1ccc(F)cc1)C(c1ccccc1)N(CC1CCCO1)C(=O)Cn1nnc2ccccc21 (stereo unspecified)	-14%	1%	6%	-16%	?	-1%	-25
CCc1ccc2c(c1)NC(=O)C2(C)Cc1ccc(OC(F)(F)F)cc1 (stereo unspecified)	.	0%	.	2%	.	.	-75*
COc1ccc2c(c1)c(CC(=O)Nc1ccc(C)cc1)c(C)n2C(=O)c1ccc(Cl)cc1	-33%	2%	1%	-1%	-15%	-1%	-15
Cc1c(Cl)c([N+](=O)[O-])nn1Cc1ccc(C(=O)Nc2ccc(Cl)cn2)o1	-25%	-19%	2%	19%	-1%	?	-24
CCN(Cc1ccccc1)Cc1cccc([N+](=O)[O-])c1	-27%	9%	-5%	0%	-15%	-1%	-12
O=C(Nc1nccs1)NC1CCCCC1	-16%	0%	2%	.	-31%	2%	36
Cc1ccc(-c2c(C(=O)NNC(=S)NCC3CCCO3)csc2C)cc1 (stereo unspecified)	-11%	89%[activator]	-1%	-22%	.	1%	?
CCOc1ccc(NC(=O)CSc2nnc(Cn3c(=O)sc4ccccc43)n2C)cc1	1%	-4%	2%	-11%	-1%	?	-1
CCN1CCN(C(=O)/C=C/c2c(F)cccc2Cl)CC1	1%	13%	-3%	0%	-1%	-3%	-21
C[C@@H](Oc1ccccc1)c1nnn(Cc2ccccc2)c1-c1c([C@@H](C)Oc2ccccc2)nnn1Cc1ccccc1	-15%	5%	4%	1%	-1%	-9%	-72*
Cc1ccc(C(=O)NNC(=O)CCOc2cccc(C)c2)cc1	-26%	23%[11.6 µM]	.	-2%	-3%	0%	27
CN(C)CC#CCC(O)(c1ccccc1)C1CCCCC1 (stereo unspecified)	-8%	0%	3%	1%	4%	-11%	-18
CN1C(=O)c2ccccc2Sc2ccc(NC(=O)N3CCN(c4ccccc4)CC3)cc21	.	.	.	-2%	-30%	3%	-76*
Cc1nc(C)c(C(=O)Nc2cccc(C)c2C)o1	-19%	5%	-3%	-7%	-2%	?	9
COC(=O)[C@]1(Cc2ccccc2)N[C@H](CN(C)S(=O)(=O)c2ccc(-c3ccccc3)cc2)[C@@H]2C(=O)N(Cc3ccccc3)C(=O)[C@@H]21	-43%	0%	.	1%	.	.	-18
CCN(CC)CCOc1ncnc2c1oc1ccccc12	-11%	-14%	0%	-9%	-1%	-15%	31
Cc1noc(C)c1S(=O)(=O)NC(=O)C1(C)CCN1C(=O)C1(c2ccc(Cl)cc2)CC1 (stereo unspecified)	.	-1%	.	0%	.	.	3
Cc1ccccc1C(=O)Nc1c2c(nn1C(C)(C)C)CS(=O)(=O)C2	-13%	-6%	-1%	1%	-3%	-6%	-11
COc1ccc(C=CC(=O)c2ccc([N+](=O)[O-])cc2)cc1	.	-2%	.	2%	.	.	-23
CC(Cl)C(=O)c1ccc2c(c1)CCN2C(=O)C1CC1 (stereo unspecified)	4%	10%	8%	4%	?	-2%	?
Cc1c(NC(=O)c2ccco2)cccc1-c1nc2cccnc2s1	7%	-2%	5%	-1%	20µM*	-15%	3
O=C(CN1C(=O)NC2(CCCCC2)C1=O)N1CCN(S(=O)(=O)c2cccc(F)c2)CC1	56%	-15%	-2%	-4%	-21%	?	30
CC(C)(C)C1CCc2oc3ccc(NS(=O)(=O)c4cc(Cl)ccc4Cl)cc3c2C1 (stereo unspecified)	.	.	.	11%	3%	7%	?
CC1(N=Cc2cc(Cl)ccc2O)COP(=O)(Nc2ccccc2)OC1 (stereo unspecified)	.	3%	.	-11%	.	.	-8
Clc1ccc(OCc2nc(-c3ccccn3)no2)c(Br)c1	-12%	13%	-15%	-3%	-15%	?	-61*
CCN1CCN(c2cc(C)c3cc(NC(=O)c4ccc(OC)c(OC)c4)ccc3n2)CC1	90%[activator]	-5%	1%	1%&-7%	0%&0%	?	?
O=C(c1ccc(Cl)cc1)N1CCc2c([nH]c3ccccc23)C1C(F)(F)F (stereo unspecified)	-29%	9%	9%	2%	5%	3%	?
O=C(/C=C/c1cccc([N+](=O)[O-])c1)N1CCN(c2ccccc2F)CC1	-15%	-8%	-1%	-11%	5%	-8%	22

Random excerpt: 4 records from the list.
canonical_smiles	AmpC inh no detg	AMA1 RON2 block	LmPK inh	TbPYK inhibitor	Sm TGR inh	AmpC detergent	HCMV inh
O=C(NCc1ccc(F)cc1)C(c1ccccc1)N(CC1CCCO1)C(=O)Cn1nnc2ccccc21 (stereo unspecified)	-14%	1%	6%	-16%	?	-1%	-25
CN(C)CC#CCC(O)(c1ccccc1)C1CCCCC1 (stereo unspecified)	-8%	0%	3%	1%	4%	-11%	-18
Cc1noc(C)c1S(=O)(=O)NC(=O)C1(C)CCN1C(=O)C1(c2ccc(Cl)cc2)CC1 (stereo unspecified)	.	-1%	.	0%	.	.	3
Cc1ccc(-c2c(C(=O)NNC(=S)NCC3CCCO3)csc2C)cc1 (stereo unspecified)	-11%	89%[activator]	-1%	-22%	.	1%	?

The list goes on.
canonical_smiles	AmpC inh no detg	AMA1 RON2 block	LmPK inh	TbPYK inhibitor	Sm TGR inh	AmpC detergent	HCMV inh
CC(C(=O)Nc1ccccn1)N1C(=O)c2ccccc2S1(=O)=O (stereo unspecified)	-20%	-6%	.	5%	-1%	?	-13
Cc1cc(=O)n2ccccc2c1C#N	-7%	2%	-1%	3%	-1%	4%	7
Cc1ccc([C@@H]2[C@@H]3C(=O)N(C)C(=O)[C@@H]3[C@]3(C)C(=O)N(Cc4ccccc4)CC(=O)N23)o1	25%	17%	-6%	-15%	45µM*	?	.
CC1CCN(c2nc3ccc(C(=O)NCCCN4CCCCC4)cc3s2)CC1	26%	-1%	-2%	-7%	0%	?	8
